# High-throughput results as filed in PubChem.
# PTHR1 agonist = agonists of human PTHR1 parathyroid hormone receptor; HEK293 GP2 PTHR1 cells, GloSensor cAMP luminescence, 1 h; Potency, µM (series often up to 115 µM), without a hit: top-dose activation, most hits filed as activators; hit rate 0.075% among 410,000; Q03431; further: potency means the concentration at half of the fitted maximal effect; nearly all actives have a fitted effect of over 55% in size; some results filed as inactive show a strong effect at the top dose; inactives centre near -15; many of its hits are not listed in these tables
# Target sequence (Q03431 whole entry, looked up): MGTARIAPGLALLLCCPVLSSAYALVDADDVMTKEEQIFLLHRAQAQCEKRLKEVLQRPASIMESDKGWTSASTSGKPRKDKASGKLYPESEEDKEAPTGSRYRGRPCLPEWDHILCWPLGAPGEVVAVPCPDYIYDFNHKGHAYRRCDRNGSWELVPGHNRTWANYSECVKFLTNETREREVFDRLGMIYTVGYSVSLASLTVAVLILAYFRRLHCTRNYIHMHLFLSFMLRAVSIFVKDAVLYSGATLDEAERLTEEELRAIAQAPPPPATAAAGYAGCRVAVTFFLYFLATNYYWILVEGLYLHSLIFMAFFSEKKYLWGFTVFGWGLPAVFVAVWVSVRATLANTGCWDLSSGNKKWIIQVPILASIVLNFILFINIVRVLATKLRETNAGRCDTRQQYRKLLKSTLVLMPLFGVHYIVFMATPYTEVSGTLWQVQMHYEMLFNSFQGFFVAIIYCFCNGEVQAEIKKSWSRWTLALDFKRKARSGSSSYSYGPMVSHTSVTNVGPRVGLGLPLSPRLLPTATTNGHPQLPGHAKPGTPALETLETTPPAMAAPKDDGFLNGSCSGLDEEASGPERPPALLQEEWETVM
#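 HEK-293-derived GP2 cells expressing PTHR1 and a GloSensor cAMP reporter, 3,000/well, plated overnight, given luciferin plus IBMX (each 0.5 mM as added) for 1 h at 37 °C, then compound for 1 h at 37 °C. Luminescence was read after 15 min at room temperature.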
# TDP43 rescue = inhibitors of TDP-43 toxicity in yeast; TDP-43 expressing yeast growth rescue, BacTiter-Glo, 24 h; Potency, µM (series often up to 46.1 µM), inactives show top-dose growth rescue (activation), usual class: activators; hit rate 1.8% among 410,000; AID 652104; further: potency means the concentration at half of the fitted maximal effect; % of control where 0% means no effect; nearly all actives have a fitted effect of over 50% in size
#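 In this qHTS, compounds that restore growth of yeast expressing TDP-43 appear as activators. Cells (OD600=0.02, galactose medium, raffinose-pregrown) are incubated with compound 24 hr at 30 deg C and growth is quantified by BacTiter-Glo.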
# FUS suppressor = rescues growth of FUS-expressing yeast | Potency, µM (series often up to 76.6 µM), for the others: at the top dose growth rescue (activation), actives largely listed as activators | S. cerevisiae FUS-expressing, growth rescue, OD600, 24 h | hit rate 0.24% among 390,000;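 further: potency means the concentration at half of the fitted maximal effect; plate controls were DMSO vehicle for no effect and reference control for full effect; nearly all actives have a fitted effect of over 55% in size; some results filed as inactive show a strong effect at the top dose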
#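 S. cerevisiae expressing FUS from galactose induction served as the toxicity model. Growth after 24hr at 30C, read as absorbance at 600 nm, indicates suppression of toxicity; compounds dosed at several concentrations.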
# Abeta rescue = A-beta toxicity reversal in yeast; yeast expressing A-beta42, growth rescue, OD600, 48 h; response scale: 0% DMSO, 100% iron-clioquinol control; Potency, µM (titrated, usually from 46.1 µM), for inactives: at the highest dose growth rescue, actives largely listed as activators; hit rate 0.063% among 410,000; further: potency means the concentration at half of the fitted maximal effect; nearly all actives have a fitted effect of over 55% in size
#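 Yeast growth medium received pinned compounds, then yeast cells expressing toxic A-beta were added; plates incubated at 30 C for 48 hr. Growth read as absorbance at 600 nm, normalized to DMSO and equimolar FeCl3 plus clioquinol controls.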
# GLP-1R inv ag = GLP-1 receptor (human) inverse agonism; P43220; HEK293 GLP-1R CRE-luciferase, luminescence, 24 h; GLP-1R form is constitutively active; Potency, µM (series often up to 38.3 µM), for inactives: at the top dose activity change, negative = inhibition, actives largely listed as inhibitors; hit rate 1.6% among 410,000; AID 624417; further: potency means the concentration at half of the fitted maximal effect; on the % scale 0 is the no-effect control and ±100 the full control effect; nearly all actives have a fitted effect of over 55% in size
#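 HEK293 cells stably co-expressing a cAMP-responsive luciferase reporter and constitutively active GLP-1R were seeded, incubated 12 h, then exposed to compounds for 24 h at 37 C. Luminescence was read 12 min after detection reagent; inverse agonists lower signal.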
# GLP1R cytotox = cytotoxicity counter-screen for GLP-1 receptor inverse agonists | hit rate 0.13% among 410,000 | HEK293 cAMP-luciferase reporter cells, luminescence, 24 h | Potency, µM (top dose mostly 38.3 µM), for the others: at the highest dose activity change, negative = inhibition, actives largely listed as inhibitors;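 further: loss of luciferase light is scored as toxicity; potency means the concentration at half of the fitted maximal effect; on the % scale 0 is the no-effect control and ±100 the full control effect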
#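 Luminescence readout: signal drop marks cytotoxicity. Plated cells grew 12 h at 37 °C, 5% CO2, received 23 nL compound for 24 h, then got luciferase reagent, read after 12 min at RT.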
# aSyn yeast inh = inhibitors of alpha-synuclein toxicity in yeast; AID 652106; Potency, µM (highest dose often 46.1 µM), for the others: top-dose growth rescue (activation), usual class: activators; Yeast expressing alpha-synuclein, growth rescue, BacTiter-Glo, 24 h; hit rate 0.14% among 370,000; further: potency means the concentration at half of the fitted maximal effect; % of control where 0% means no effect; nearly all actives have a fitted effect of over 65% in size
#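 Screening used galactose-induced yeast with toxic alpha-synuclein levels, exposed to compound for 24 hr at 30 deg C. Cell growth, read with BacTiter-Glo luminescence, gave the measured signal.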
# Mm-Cpn inhibitor = blocks the Methanococcus maripaludis chaperonin Mm-Cpn. hit rate 0.031% among 330,000. purified Mm-Cpn ATPase, ADP Transcreener TR-FRET. Potency, µM (series often up to 76.9 µM), for inactives: at the top dose activity, negative = inhibition, hits mostly inhibitors; further: potency means the concentration at half of the fitted maximal effect; on the % scale 0 is the no-effect control and ±100 the full control effect; nearly all actives have a fitted effect of over 80% in size
#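 Quantitative HTS used 25 nM Mm-CPN and 10 uM ATP in magnesium/KCl Tris buffer, pH 7.4, with 1 mM DTT. Hydrolysis ran 30 min at 37°C; ADP was read by HTRF.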
# Akt phos inh = blocks phosphorylation of Akt | Neuro2A IGF-stimulated pAkt S473 HTRF, 20 min; active compounds read low | activity change, % for hits at 50 µM | hit rate 0.32% among 360,000 | AID 651550; in the data active means activity change below about -80%; inconclusive means mostly about -51% to -80%; further: on the % scale 0 is the no-effect control and ±100 the full control effect
#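 Neuro2A cells in DMEM with 0.5% FBS, overnight at 37 deg C, given compound at single 50 µM final, then IGF (6 nM final) for 20 min at 37 deg C. Lysed; phospho-Akt Ser473 by HTRF after 24 h, 665/615 ratio.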
# Numbers without * were called inactive; i = inactive; ? = inconclusive; / = no result given; [ ] = another dose, or the depositor's remark. Unless noted, the call rests on the fitted dose curve; in most records, active means well fitted curve in the direction sought with a large enough effect; inconclusive means small, poorly fitted or top-dose-only effect, or another doubt; inactive means no such curve, though single readings can be large; an effect the other way counts as inactive or inconclusive. Only part of the results is shown; count on the stated rates, not on these rows.
Molecule	PTHR1 agonist	TDP43 rescue	FUS suppressor	Abeta rescue	GLP-1R inv ag	GLP1R cytotox	aSyn yeast inh	Mm-Cpn inhibitor	Akt phos inh
CSc1ncc(C(=O)Nc2ccccc2F)c(-c2ccccc2)n1	i	-3%	-33%	-4%	?	7%	-5%	1%	i
O=Cc1cccc(OCc2cn(CC(=O)c3ccc(O)cc3)nn2)c1	-32%[inhibitor]	16%	-1%	-1%	12%	11%	0%	/	i
C=CCn1c(SCC(=O)NCc2ccco2)nc2sc(C)c(C)c2c1=O	i	-12%	-3%	6%	0%	4%	2%	/	i
COc1ccccc1OCc1nc(-c2cccc(C)c2)no1	i	8%	0%	-1%	4%	-8%	/	/	/
Cc1ccc(NC(=S)N2CCOCC2)c(C)c1	-4%[57.5 µM]	5%	-20%	-5%	14%	14%	-7%	-2%	i
Cc1ccc(-c2csc(C(C#N)=C(O)CN3CCN(C(=O)c4ccco4)CC3)n2)cc1	-73%[inhibitor]	-31%[inhibitor]	28µM*	-8%	-3%	10%	-7%	/	i
CCc1ccc(Nc2cc(C)nc3nc(Cc4ccc(Cl)cc4)nn23)cc1	-39%	19%	17%	0%	-35%	-3%	/	/	/
O=C(CSc1cccc[n+]1[O-])Nc1cc2c(cc1Cl)C(=O)c1ccccc1C2=O	i	-3%	13%	-14%	29%	-15%	3%	0%	i
C#CCOCCOCCOCCNc1nc(N2CCN(C(=O)[C@H](CCCCN)n3cc(CN)nn3)CC2)nc(N2CCN(C(=O)[C@H](CCC(=O)O)n3cc([C@@H](N)CCSC)nn3)CC2)n1	i	16%	-15%	3%	5%	1%	-7%	-2%	i
C=C(C)c1cc2c(ccc3ccc(=O)oc32)o1	i	16%	0%	-10%	-2%	-1%	?	1%	i
COC(=O)c1c(NC(=O)c2ccc(S(=O)(=O)N3CCCCC3C)cc2)sc2c1CCN(C(C)C)C2 (configuration not stated)	-24%	-26%	21%	-13%	-25%	30%[activator]	14%	/	/
Cc1occc1C(=O)NNC(=S)Nc1cccc([N+](=O)[O-])c1	-2%[57.5 µM]	22%	-12%	7%	14%	-18%	-3%	2%	i
CC(=O)c1c(C)[nH]c(C(=O)OC(C)C(=O)Nc2ccc(C)c(S(=O)(=O)N3CCOCC3)c2)c1C (configuration not stated)	-5%	5%	16%	-1%	37%[activator]	3%	-7%	-2%	i
COc1ccc(S(=O)(=O)N2CCCC2)cc1OC	i	-13%	18%	-4%	38%[activator]	2%	-1%	0%	i
CCC(C)Sc1nc2ccccc2c(=O)[nH]1 (configuration not stated)	-18%[57.5 µM]	?	-4%	-11%	?	-19%	8%	0%	i
CCNC(=O)n1nccc1C(C)Oc1ccc(Cl)cc1 (configuration not stated)	-39%[inhibitor][57.5 µM]	11µM*	17%	-13%	0%	0%	-12%	0%	i
C/C(=N\NC(=O)c1cccc(F)c1)c1ccc(NC(=O)Cc2ccccc2)cc1	i	26%	9%	9%	-12%	-10%	-1%	2%	i
CC(Oc1ccc2ccc(=O)oc2c1)C(=O)NC1CCN(Cc2ccccc2)CC1 (configuration not stated)	6%	13%	-12%	-10%	-3%	7%	3%	1%	/
CCC(CO)Oc1cc(NCc2ccccc2O)c2ncn(C(C)C)c2c1 (configuration not stated)	-15%	6%	11%	6%	19%	?	3%	-6%	i
CN(C)c1ccc(O)c2c1CC1CC3[C@@H](N(C)C)C(=O)C(C(N)=O)=C(O)[C@]3(O)C(=O)C1=C2O (some centres not stated)	-4%	15%	-2%	-13%	-2%	-4%	-5%	-2%	i
CCOC(=O)N1CCN(C(=O)c2ccc3c(c2)N(CC)CCS3)CC1	i	0%	-2%	13%	21%	-4%	3%	-12%	i
CC(=O)Nc1ccc(-c2csc(NC(=O)Cc3ccccc3F)n2)cc1	-44%[inhibitor]	-8%	5%	9%	?	-7%	-20%	1%	i

# Laid out differently: entries from further up.
CC(=O)c1c(C)[nH]c(C(=O)OC(C)C(=O)Nc2ccc(C)c(S(=O)(=O)N3CCOCC3)c2)c1C (configuration not stated)
  PTHR1 agonist: -5%
  TDP43 rescue: 5%
  FUS suppressor: 16%
  Abeta rescue: -1%
  GLP-1R inv ag: 37%[activator]
  GLP1R cytotox: 3%
  aSyn yeast inh: -7%
  Mm-Cpn inhibitor: -2%
  Akt phos inh: i

COc1ccc(S(=O)(=O)N2CCCC2)cc1OC
  PTHR1 agonist: i
  TDP43 rescue: -13%
  FUS suppressor: 18%
  Abeta rescue: -4%
  GLP-1R inv ag: 38%[activator]
  GLP1R cytotox: 2%
  aSyn yeast inh: -1%
  Mm-Cpn inhibitor: 0%
  Akt phos inh: i

CCC(C)Sc1nc2ccccc2c(=O)[nH]1 (configuration not stated)
  PTHR1 agonist: -18%[57.5 µM]
  TDP43 rescue: ?
  FUS suppressor: -4%
  Abeta rescue: -11%
  GLP-1R inv ag: ?
  GLP1R cytotox: -19%
  aSyn yeast inh: 8%
  Mm-Cpn inhibitor: 0%
  Akt phos inh: i

CCNC(=O)n1nccc1C(C)Oc1ccc(Cl)cc1 (configuration not stated)
  PTHR1 agonist: -39%[inhibitor][57.5 µM]
  TDP43 rescue: 11µM*
  FUS suppressor: 17%
  Abeta rescue: -13%
  GLP-1R inv ag: 0%
  GLP1R cytotox: 0%
  aSyn yeast inh: -12%
  Mm-Cpn inhibitor: 0%
  Akt phos inh: i

# One compound at a time (already shown):
# C#CCOCCOCCOCCNc1nc(N2CCN(C(=O)[C@H](CCCCN)n3cc(CN)nn3)CC2)nc(N2CCN(C(=O)[C@H](CCC(=O)O)n3cc([C@@H](N)CCSC)nn3)CC2)n1 is listed with PTHR1 agonist: i; TDP43 rescue: 16%; FUS suppressor: -15%; Abeta rescue: 3%; GLP-1R inv ag: 5%; GLP1R cytotox: 1%; aSyn yeast inh: -7%; Mm-Cpn inhibitor: -2%; Akt phos inh: i
# Cc1ccc(NC(=S)N2CCOCC2)c(C)c1 is listed with PTHR1 agonist: -4%[57.5 µM]; TDP43 rescue: 5%; FUS suppressor: -20%; Abeta rescue: -5%; GLP-1R inv ag: 14%; GLP1R cytotox: 14%; aSyn yeast inh: -7%; Mm-Cpn inhibitor: -2%; Akt phos inh: i
